BH1578 lux ind = inducers of Vibrio cholerae quorum light production without autoinducers, primary screen, BH1578 luxS cqsA deficient, single point; V. cholerae BH1578 lux reporter, luminescence, 6 h; activation, % at 18.7 µM; 350,000 tested, 0.16% active; AID 588436, 2011; in the data active means activation mostly above about 9.7%, no sharp cut-off; further: not every result past the cut was called active; inactives centre near 0; reference of the scale not given here
FadD28 FP inh = inhibitors of FadD28 bisubstrate probe binding, primary screen, biochemical, fluorescence polarization, single point. 360,000 tested, 0.22% active. Mycobacterium tuberculosis FadD28 fatty-acid-AMP ligase. inhibition, % at 12.5 µM; in the data active means inhibition above about 8.5%, passing the limit was not always enough
Mtb UGM inh = M. tuberculosis UGM enzyme inhibitors, primary screen, biochemical, fluorescence polarization, single point; purified UGM, fluorescence polarization probe displacement; inhibition, % at 10 µM; 320,000 tested, 0.06% active; in the data active means inhibition above about 10%, passing the limit was not always enough
Target sequence (P9WIQ1 whole entry, looked up): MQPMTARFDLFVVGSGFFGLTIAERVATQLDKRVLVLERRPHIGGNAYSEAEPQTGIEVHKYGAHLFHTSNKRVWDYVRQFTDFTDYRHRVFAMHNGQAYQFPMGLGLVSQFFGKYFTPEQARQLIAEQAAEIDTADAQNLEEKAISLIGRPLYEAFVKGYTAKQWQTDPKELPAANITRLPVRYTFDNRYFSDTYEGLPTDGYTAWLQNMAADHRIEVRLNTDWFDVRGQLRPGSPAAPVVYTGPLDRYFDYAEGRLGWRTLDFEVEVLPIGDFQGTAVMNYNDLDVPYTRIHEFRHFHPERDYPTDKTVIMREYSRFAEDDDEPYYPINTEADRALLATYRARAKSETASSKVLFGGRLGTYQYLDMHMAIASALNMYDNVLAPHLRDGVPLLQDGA
GDH-TPI counter = GDH-TPI coupling enzyme inhibitors, primary screen, artefact control for M. tuberculosis FBA inhibitor project, biochemical, absorbance, full deck. GDH-TPI coupled enzyme counterscreen, NADH absorbance. inhibition, % at 4.8 µM. 360,000 tested, 1.2% active. AID 588335, 2011; in the data active means inhibition above about 30%;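 further: 0% = DMSO wells and 100% = wells lacking the enzyme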
FBA Mtb inh = Mtb FBA enzyme inhibitors, primary screen, biochemical, fluorescence, strain H37Rv. 360,000 tested, 2.3% active. purified M. tuberculosis FBA, fluorescence read-out. inhibition, % at 1 µM; in the data active means inhibition above about 27%;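 further: 0% = vehicle and 100% = reference inhibitor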
Target sequence (P9WQA3 whole entry, looked up): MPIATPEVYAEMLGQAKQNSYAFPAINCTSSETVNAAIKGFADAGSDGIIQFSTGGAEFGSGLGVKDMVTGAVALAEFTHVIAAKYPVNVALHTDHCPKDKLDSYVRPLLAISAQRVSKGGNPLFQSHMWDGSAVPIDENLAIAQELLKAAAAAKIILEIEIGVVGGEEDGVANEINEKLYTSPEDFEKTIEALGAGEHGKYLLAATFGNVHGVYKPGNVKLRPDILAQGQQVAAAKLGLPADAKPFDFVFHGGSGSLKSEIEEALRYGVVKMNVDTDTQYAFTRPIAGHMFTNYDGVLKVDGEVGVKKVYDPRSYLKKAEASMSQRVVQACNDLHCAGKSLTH
Mtb BioA inh = M. tuberculosis BioA enzyme inhibitors, primary screen, biochemical, plate reader, single point, HTS | 7,8-diaminopelargonic acid synthase BioA (Mycobacterium tuberculosis) | purified M. tuberculosis BioA enzyme | inhibition, % at 9.99 µM | 360,000 tested, 0.096% active | AID 602481, 2012; in the data active means inhibition above about 40%
PfHsp40 rescue = rescue of yeast from PfHsp40 toxicity, primary screen, S. cerevisiae, ATP luminescence | S. cerevisiae expressing PfHsp40, growth rescue | growth rescue, % at 12.5 µM | 340,000 tested, 0.68% active; in the data active means growth rescue above about 28%, passing the limit was not always enough;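 further: yeast W303a lacking pdr1 and pdr3 grown in galactose medium; growth measured after three days at 30 °C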
TcdB GH inh = TcdB glycohydrolase inhibitors, primary screen, biochemical, single point, plate reader; TcdB glycohydrolase enzymatic assay; inhibition, % at 9.99 µM; 350,000 tested, 0.24% active; AID 652162, 2013; in the data active means inhibition above about 10%
Yp Topo-I inh = Yersinia pestis topoisomerase I inhibitors, primary screen, biochemical, cleavage product accumulation, plate reader, single point; DNA topoisomerase I (Yersinia pestis CO92); Y. pestis Topo-I cleavage product accumulation; activity, % at 10 µM; 360,000 tested, 0.064% active; AID 504884, 2011; in the data active means activity above about 50%, passing the limit was not always enough; further: inactives centre near 2
* marks the source's active call; other numbers are inactive results; i = inactive; x = not tested or not shown.

The first 4 entries, to show the layout:
SMILES	BH1578 lux ind	FadD28 FP inh	Mtb UGM inh	GDH-TPI counter	FBA Mtb inh	Mtb BioA inh	PfHsp40 rescue	TcdB GH inh	Yp Topo-I inh
CC(C)(C)c1nnc(NC(=O)c2cccnc2Cl)s1	-0.3	-2.8	-1.3	-4.2	-2.9	1.1	-1.2	-2.2	-3.5
CC(C)n1nnnc1CN1CCN(C)CC1	i	0.9	2.9	8.6	5.9	-1.8	-0.6	x	-2.0
CCOC(=O)N1CCN(C(=O)c2cccc(-n3c(=S)[nH]c4cc(Cl)ccc4c3=O)c2)CC1	-0.2	-1.7	4.7	-2.5	1.0	1.2	1.4	x	9.6
Cn1c(=O)c2c(ncn2CC(=O)N/N=C/C=C/c2ccco2)n(C)c1=O	0.7	-0.3	-2.9	32.1*	-2.5	x	-1.3	0.3	1.6

Results, from the first entry:
SMILES	BH1578 lux ind	FadD28 FP inh	Mtb UGM inh	GDH-TPI counter	FBA Mtb inh	Mtb BioA inh	PfHsp40 rescue	TcdB GH inh	Yp Topo-I inh
CC(C)(C)c1nnc(NC(=O)c2cccnc2Cl)s1	-0.3	-2.8	-1.3	-4.2	-2.9	1.1	-1.2	-2.2	-3.5
CC(C)n1nnnc1CN1CCN(C)CC1	i	0.9	2.9	8.6	5.9	-1.8	-0.6	x	-2.0
CCOC(=O)N1CCN(C(=O)c2cccc(-n3c(=S)[nH]c4cc(Cl)ccc4c3=O)c2)CC1	-0.2	-1.7	4.7	-2.5	1.0	1.2	1.4	x	9.6
Cn1c(=O)c2c(ncn2CC(=O)N/N=C/C=C/c2ccco2)n(C)c1=O	0.7	-0.3	-2.9	32.1*	-2.5	x	-1.3	0.3	1.6
F[B-](F)(F)c1cc2ccccc2s1	i	-0.8	x	4.7	-1.3	-0.7	8.5	-0.7	-1.5
O=C(Cc1cccs1)NCCn1ccc2ccccc21	i	-1.6	1.7	12.5	5.0	-2.6	0.4	1.1	-4.1
C=CSc1sc(Cl)c(N(C)C)c1[N+](=O)[O-]	1.8	-1.0	1.3	-5.5	0.4	-0.2	-1.8	1.6	-2.6
COc1ccc(N=Nc2c(C)n[nH]c2C)cc1	-0.2	-3.1	-1.9	10.7	-6.9	7.1	0.2	1.1	-7.1
CCCCC(=O)Nc1cccc(C(=O)N/N=C/c2ccc(OC)cc2OC)c1	-0.3	-4.4	4.6	17.6	0.2	x	-0.4	x	-2.0
CCCCC1Cc2[nH]c(=S)[nH]c(=O)c2C(c2ccc(F)cc2)O1 (stereo unspecified)	x	-0.5	x	x	-1.5	1.3	x	-2.4	x
C1CCC2=NCCCN2CC1	-0.4	0.0	-1.0	11.9	4.7	x	-0.1	x	-1.2
CCOC(=O)C1(Cc2cccc(OC)c2)CCCN(Cc2c(C)nn(C(C)C)c2C)C1 (stereo unspecified)	i	-1.7	-3.2	7.8	5.9	0.2	-1.2	0.3	-2.4
O=C(c1ccco1)N1CCN(Cc2cc(=O)c(OCc3cccc(Cl)c3)co2)CC1	0.7	-2.3	3.2	-8.1	0.1	0.5	0.3	1.3	23.7
O=C(C1CC1)N1CCc2cc(Br)c(S(=O)(=O)N3CCCCCC3)cc21	-1.6	-6.3	x	1.3	0.2	-0.7	1.1	-4.9	33.1
O=C1NC(c2cccc3ccccc23)Nc2ccccc21 (stereo unspecified)	i	-4.3	x	16.1	29.3*	x	0.1	-0.2	-1.1
CCSc1nnc(NC(=O)c2ccco2)s1	i	-0.3	1.0	27.6	1.0	1.1	-0.1	x	4.3
CS(=O)(=O)Nc1ccc(C(=O)NCc2ccco2)cc1	-2.8	0.6	1.4	0.6	-3.7	-1.2	-0.3	x	-5.3
COc1ccccc1OCCn1cc(/C=N/NC(=O)c2ccncc2)c2ccccc21	-0.2	-1.8	-1.6	53.7*	-1.0	1.4	11.4	0.9	8.5
O=C(COC(=O)c1ccc(Cl)c(S(=O)(=O)N2CCCC2)c1)NC1CCCC1	i	-2.3	5.4	-3.9	0.2	0.2	1.5	x	-3.9
Cc1cccc(OCC(=O)NNC(=O)Cn2c(=O)cnc3ccccc32)c1	-1.5	-2.0	2.4	0.0	-0.4	-0.8	-0.9	0.9	-0.6
Cc1cc(C)cc(-c2nc(-c3ccncc3)no2)c1	-0.1	-1.8	0.9	3.3	1.8	-1.3	0.9	1.0	5.6
CCCCN=C(C)C1=C(O)CSC1=O	i	-0.7	-1.3	7.8	-1.3	-1.3	-0.8	x	3.9
Clc1ccc(Nc2c3c(nc4ncnn24)CCC3)cc1	-1.0	-3.4	-2.4	-0.7	0.9	12.7	-0.3	-0.5	1.3
Cc1ccc(SC(C)C(=O)NCc2cccnc2)cc1 (stereo unspecified)	-0.1	-2.7	-0.3	-3.8	1.5	1.4	-0.7	x	-7.4
CCCCn1c(N)c(N(CC)C(=O)c2cc(C)cc(C)c2)c(=O)[nH]c1=O	-0.3	-2.6	0.5	0.7	1.1	x	1.3	1.6	-3.7
COc1ccc(C(=O)N(C)Cc2ccc(C)o2)cc1OC1CCN(C(C)=O)CC1	i	2.7	2.0	-1.4	2.2	-0.2	0.0	1.4	10.0
CCOC(=O)/C(=N\Nc1ccccc1Cl)N1CCN(c2ccccc2OC)CC1	-0.5	-1.2	0.2	0.0	2.0	x	0.3	0.3	6.7
CCCOc1c(OC)cc(Cl)cc1C1NC(=O)NC(C)=C1C(=O)NCc1ccccc1 (stereo unspecified)	-6.2	0.5	x	2.7	-0.1	-3.9	-2.0	x	1.3
S=C1NCN(Cc2ccco2)CN1c1cccc2ccccc12	-0.4	0.7	2.9	-1.5	3.0	-0.1	-0.1	-0.5	-10.1
C=CCn1c(NC(C)c2cc(Cl)ccc2O)nc2ccccc21 (stereo unspecified)	-0.3	-10.8	-0.6	3.8	-0.1	-1.3	-0.8	9.4	-19.4
CN(Cc1ccccc1Cl)C(=O)C1CCC(=O)N(CCc2cccc(F)c2)C1 (stereo unspecified)	i	0.1	0.4	3.1	0.0	8.0	0.2	-0.4	30.9
CN(C)c1nnnn1Cc1ccc(Cl)cc1Cl	-0.5	-2.5	2.2	3.1	-0.3	0.4	-1.0	1.6	0.9
CCOC(=O)CN(C(=O)CSc1nnc(-c2ccncc2)n1CCCOC)c1ccccc1	3.7	-0.8	-1.5	6.9	-2.0	-0.3	-0.5	x	4.6
Brc1cccc(CNCc2cccs2)c1	1.8	1.8	0.1	0.0	0.0	-1.0	-0.6	x	8.1
Cc1ccc(S(=O)(=O)N2CCOCC2)cc1C(=O)OCC(=O)NCCc1ccc(F)cc1	-0.6	-1.7	1.8	4.8	2.7	0.8	-0.5	0.3	12.4
O=c1[nH]c(CSc2nnc(COc3ccccc3)n2-c2ccccc2)nc2ccccc12	-0.3	-1.8	-1.7	8.3	3.1	1.5	0.9	x	8.1
COc1ccccc1NC(=O)Nc1nc(CC(=O)Nc2ccccc2F)cs1	1.4	-4.0	1.1	3.5	-0.3	1.5	-0.5	0.8	-0.1
COc1ccc(N2CCN(C(=O)c3ccc(COc4ccc([N+](=O)[O-])cc4)o3)CC2)cc1	-1.0	-1.0	x	9.3	-2.2	-1.9	1.9	0.9	36.1
O=C(COc1nsnc1N1CCOCC1)Nc1ccc(Br)cc1	0.0	x	-1.9	-3.0	1.7	-0.6	-0.9	0.9	5.1
O=C(NC(=S)Nc1cc(-c2nc3ccccc3[nH]2)ccc1Cl)c1ccc2c(c1)OCO2	-0.1	-2.0	-3.7	0.0	10.9	-1.9	2.8	x	16.4
COc1cc(C(=O)Nc2ccc3c(c2)C(=O)N(CCC(=O)O)C3=O)cc(OC)c1OC	-0.4	-6.6	2.6	7.9	-2.2	-1.4	-0.3	x	-4.8
C/C(CC(C)C)=N\NC(=O)Nc1ccccc1	-0.4	-3.0	-2.5	-6.3	-0.1	-1.4	-0.1	-0.9	-5.4
COc1ccc(/C=N/n2cnnc2SCc2ccccc2)cc1	i	-3.3	-0.7	4.1	-2.2	-0.3	0.0	x	20.6
CC(=O)c1c(C)n(CC(=O)NCc2ccco2)c2ccccc12	i	-0.7	2.4	2.5	2.3	0.8	-1.0	0.1	-2.3
COc1ccc([C@H]2C[C@H](n3cc(COC(=O)c4ccccc4)nn3)[C@@H](O)CN2CC2CCCCC2)cc1	2.3	-0.5	x	-3.1	3.4	-1.7	x	-0.4	2.1
CCn1nnc(NC(=O)c2ccco2)n1	i	-3.3	4.8	6.6	0.0	0.1	1.3	0.8	4.8
COc1ccc(/C=C/C(=O)NNc2cc(=O)n(C)c(=O)n2C)cc1OC	i	-2.4	-1.3	33.5*	11.5	x	-0.6	-0.8	-3.1
Cc1ccc(C(=O)N2CCN(S(=O)(=O)c3ccc(Br)cc3)CC2)o1	-2.2	-3.0	-0.2	-4.4	2.2	1.1	2.1	0.6	15.8
COc1cc(OC)cc(C(=O)NCC(=O)N2CCN(c3ccc(O)cc3)CC2)c1	i	-1.9	0.4	16.2	0.0	-1.5	0.7	0.2	-6.4
CC(=O)C1=C(O)C(=O)N(Cc2ccccc2)C1c1ccc(F)cc1 (stereo unspecified)	-0.6	x	-1.9	19.3	-1.8	-1.8	-1.8	2.5	-1.7

Remaining list, next part.
SMILES	BH1578 lux ind	FadD28 FP inh	Mtb UGM inh	GDH-TPI counter	FBA Mtb inh	Mtb BioA inh	PfHsp40 rescue	TcdB GH inh	Yp Topo-I inh
COc1ccc(NS(=O)(=O)NC(=O)c2c(C)n(C)c3ccccc23)cc1	i	-1.2	0.2	5.0	1.6	-0.5	1.9	-0.4	0.1
Cc1cccc(Nc2c([N+](=O)[O-])c(=O)n(C)c3ccccc23)c1	-3.3	-4.6	0.5	2.6	-2.5	x	0.1	x	8.9
COC(=O)[C@]1(C)N[C@H](CN(C)C(C)=O)[C@@H]2C(=O)N(Cc3ccccc3)C(=O)[C@@H]21	1.0	-1.0	x	-8.2	-1.1	-1.8	2.8	-3.5	4.9
COc1ccc(C2=NOC(C(=O)N3CCOCC3)C2)cc1OC (stereo unspecified)	-0.2	-0.6	1.9	0.6	-3.4	-1.1	0.2	0.2	-2.7
O=C(NNC(=O)c1ccc(-c2ccccc2)cc1)Nc1ccccc1F	1.2	1.0	-0.4	-3.0	0.9	0.1	-1.7	-1.1	1.1
O=C(c1ccc(OCC2CCCO2)cc1)N1CCN(c2ccccc2)CC1 (stereo unspecified)	0.4	-2.1	0.0	14.2	0.1	-0.6	7.1	-16.3	21.0
Cc1cc(=O)n2[nH]c(-c3ccccc3)cc2n1	i	-2.7	0.0	-5.8	26.7	1.2	-0.4	x	0.5
Cc1cccc(C(=O)NCC(=O)NCCSc2ccc(Br)cc2)c1	i	-5.6	0.9	6.5	-3.5	-0.8	0.6	1.4	25.2
N#Cc1c(C(F)(F)F)cc(-c2ccc(Cl)cc2)[nH]c1=O	i	-2.5	4.9	3.8	177.3*	2.6	-0.6	x	2.8
COc1ccc(CCNC(=O)c2cnc3ccccn3c2=O)cc1	-0.3	-6.5	3.5	18.6	3.8	0.2	-1.0	3.7	2.6
CCN1C(=O)N[C@@H](c2cccc(C(F)(F)F)c2)C(C(=O)OC)=C1C	i	0.4	0.5	-1.8	2.3	0.2	-2.1	1.1	4.5
CCn1c2ccccc2c2cc(NC(C)=O)ccc21	i	-0.1	-1.9	6.0	0.9	-0.2	1.4	x	4.0
CSc1nnc(N2C(=O)C(O)=C(C(=O)c3ccco3)C2c2ccc(F)cc2)s1 (stereo unspecified)	-0.2	-4.9	1.9	14.8	2.0	-2.9	-1.2	-0.3	-0.6
Cc1c(C)c2ccc(OCC(=O)N3CCN(c4ccc(F)cc4)CC3)c(C)c2oc1=O	i	-3.0	0.3	5.6	-5.5	14.4	-1.4	1.3	-7.2
C[C@]12CCC3C(CC[C@@H]4[C@H]5O[C@H]5CC[C@]34C)C1CC[C@@H]2O (stereo partly specified)	i	-2.5	x	4.1	3.8	x	-2.0	1.3	-4.1
CS(=O)(=O)N(Cc1ccccc1)c1ccc(C(=O)Nc2ccc3c(c2)OCO3)cc1	-7.5	-1.2	-0.9	13.3	-12.2	0.3	1.6	x	5.8
CCOC(=O)C(=CNc1cc(Cl)c(-c2ccco2)c(Cl)c1)C(=O)OCC	-0.8	-0.7	1.1	12.3	2.0	-0.3	-0.9	1.2	2.9

Screens deposited in PubChem by several laboratories.
